LDHA inh: qHTS assay for inhibitors of human lactate dehydrogenase; AID 1347041, 2019; purified LDHA, NADH/diaphorase-resazurin fluorescence; active compounds read low; activity change, % (values are at about 110 or 230 µM); actives 0.15% (n = 480,000); L-lactate dehydrogenase A chain (Homo sapiens), P00338; in the data active means activity change below about -30%; inconclusive means mostly about -25% to -30%;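 further: plate controls were DMSO wells for no effect and wells without enzyme for full effect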
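Enzyme activity of human lactate dehydrogenase 5 (2 nM; 0.06 mM NADH, 0.2 mM pyruvate, 5 min, RT) is measured via a resazurin/diaphorase fluorescence readout of residual NADH.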
Vif-A3G inh: qHTS for Inhibitors of Vif-A3G Interactions: qHTS. HeLa A3G-eYFP + Vif (tagged APOBEC3G with the HIV-1 protein that degrades it), YFP fluorescence, overnight. Potency, µM (highest dose often 46.1 µM), without a hit: top-dose activity, negative = active, usual class: inhibitors. actives 0.076% (n = 410,000);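 further: potency means the concentration at half of the fitted maximal effect; on the % scale 0 is the no-effect control and ±100 the full control effect; nearly all actives have a fitted effect of over 60% in size; hits raise eYFP signal because A3G escapes Vif-driven loss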
Target sequence (Q9HC16 whole entry, looked up): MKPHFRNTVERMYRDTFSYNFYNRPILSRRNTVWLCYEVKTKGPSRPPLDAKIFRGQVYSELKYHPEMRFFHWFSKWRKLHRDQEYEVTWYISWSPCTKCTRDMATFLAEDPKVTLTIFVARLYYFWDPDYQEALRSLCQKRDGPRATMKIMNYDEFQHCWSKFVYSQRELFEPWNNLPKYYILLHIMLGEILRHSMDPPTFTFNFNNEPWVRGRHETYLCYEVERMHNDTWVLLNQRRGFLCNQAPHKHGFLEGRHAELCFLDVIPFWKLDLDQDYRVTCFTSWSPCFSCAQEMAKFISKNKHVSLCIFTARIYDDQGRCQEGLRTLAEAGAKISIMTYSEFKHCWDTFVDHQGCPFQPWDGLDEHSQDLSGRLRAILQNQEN
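HeLa cells stably expressing Vif and C-terminally eYFP-tagged A3G, seeded overnight at 37 deg C, then exposed to compound by pintool overnight at 37 deg C. Rise in yellow fluorescence (Ex 488/Em 500-530, Acumen) marks blocked Vif-driven A3G degradation.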
RXFP1 ag: qHTS Assay for Agonists of the Relaxin Receptor RXFP1; HEK293T-RXFP1 cAMP TR-FRET, 30 min; response scale: percent of porcine relaxin response, buffer zero; Potency, µM (highest dose often 57.5 µM), without a hit: at the top dose activation, hits mostly activators; actives 0.3% (n = 370,000); further: potency means the concentration at half of the fitted maximal effect; on the % scale 0 is the no-effect control and ±100 the full control effect; nearly all actives have a fitted effect of over 60% in size; many of its hits are not listed in these tables
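Agonist response is measured as cAMP accumulation in an RXFP1-transfected HEK293T line under PDE4 inhibition. Values are scaled between buffer-only and 29 nM porcine relaxin, and EC50s come from standard Hill equation fits.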
Glioma ERSR ind: qHTS for Inducers of the Endoplasmic Reticulum Stress Response (ERSR) in Human Glioma: qHTS | AID 602332, 2012 | actives 0.02% (n = 420,000) | Potency, µM, for the others: at the top dose activation, usual class: activators | U87-MG GRP78 promoter luciferase reporter, 16 h; further: potency means the concentration at half of the fitted maximal effect; series mostly up to about 76 µM; % of control where 0% means no effect; nearly all actives have a fitted effect of over 35% in size
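Stably transfected U87-MG human glioma cells carrying a GRP78-based luminescent sensor were seeded at 1000 cells/well, pin-dosed with compounds and incubated 16 h. Luciferase reagent was then added, and end-point luminescence was read after 10 min at room temperature.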
TrxR1 substrate: qHTS Assay for Substrates of Mammalian Selenoprotein Thioredoxin Reductase 1 (TrxR1): qHTS; Thioredoxin reductase 1, cytoplasmic (Rattus norvegicus), O89049; purified TrxR1 substrate turnover, NADPH consumption readout; Potency, µM (highest dose often 114 µM), without a hit: top-dose activity change, negative = substrate turnover; actives 0.01% (n = 390,000); AID 588456, 2011; further: potency means the concentration at half of the fitted maximal effect; on the % scale 0 is the no-effect control and ±100 the full control effect; nearly all actives have a fitted effect of over 50% in size
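Rat TrxR1, dispensed at 90 nM, was prereduced with 400 uM NADPH (final) for 5 min at ~22 deg C, then incubated with compound 15 min before 400 uM selenite. A first-read NADPH fluorescence drop versus no-compound background flagged substrates.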
USP1-UAF1 inh: Inhibitors of USP1/UAF1: Primary Screen | Potency, µM (top dose mostly 57.1 µM), inactives show top-dose activity change, negative = inhibition, hits mostly inhibitors | AID 743255, 2014 | actives 0.23% (n = 390,000) | Ubiquitin carboxyl-terminal hydrolase 1 (Homo sapiens), O94782 | recombinant USP1/UAF1, Ub-Rhodamine cleavage fluorescence; further: potency means the concentration at half of the fitted maximal effect; on the % scale 0 is the no-effect control and ±100 the full control effect; nearly all actives have a fitted effect of over 60% in size; inactives centre near -12
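USP1/UAF1 complex at 1 nM was preincubated with compound for 15 min at room temperature, then Ub-Rho substrate (150nM final) was added. Fluorescence (480/540 nm) was read kinetically, 6 reads every 60 seconds.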
Vif-A3F inh: qHTS for Inhibitors of Vif-A3F Interactions: qHTS; Potency, µM (highest dose often 46.1 µM), for the others: at the top dose activity, negative = active; actives 0.2% (n = 390,000); HeLa A3F-eYFP + Vif (tagged APOBEC3F with the HIV-1 protein that degrades it), YFP fluorescence increase; AID 602313, 2012; further: potency means the concentration at half of the fitted maximal effect; % of control where 0% means no effect; nearly all actives have a fitted effect of over 65% in size
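HeLa cells stably expressing A3F-eYFP plus Vif, plated and incubated overnight at 37 deg C, then exposed to compounds overnight at 37 deg C. Blocked degradation read as raised yellow fluorescence (Ex 488/Em 500-530).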
PI4K2A block: qHTS for small molecular inhibitors of PI4K2A. Phosphatidylinositol 4-kinase type 2-alpha (Homo sapiens), Q9BTU6. purified PI4K2A, ADP-Glo luminescence, 1 h; active compounds read low. activity change, negative = inhibition, % at 76.9 µM. actives 0.13% (n = 420,000). AID 1346378, 2018; in the data active means activity change below about -50%; inconclusive means mostly about -30% to -49%;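 further: -100% = wells without enzyme as full effect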
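PI4K2A activity was measured by ADP-Glo luminescence: enzyme (4 ug/mL stock) and phosphatidylinositol (1.2 mM stock) in Tris pH 7.5/MgCl2/EGTA/Triton X-100 buffer were reacted with ATP (300 microM stock) for one hour at ambient temperature.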
mIDH1 inhibitor: qHTS for Inhibitors of mutant isocitrate dehydrogenase 1 (IDH1): qHTS; Isocitrate dehydrogenase [NADP] cytoplasmic (Homo sapiens), O75874; IDH1-R132H enzyme, NADPH consumption, diaphorase/resazurin fluorescence; Potency, µM (titrated, usually from 76.6 µM), without a hit: top-dose activity change, negative = inhibition, hits mostly inhibitors; actives 0.093% (n = 390,000); AID 602179, 2012; further: potency means the concentration at half of the fitted maximal effect; on the % scale 0 is the no-effect control and ±100 the full control effect; nearly all actives have a fitted effect of over 65% in size
Target sequence (O75874 whole entry R132H, stated change not applied): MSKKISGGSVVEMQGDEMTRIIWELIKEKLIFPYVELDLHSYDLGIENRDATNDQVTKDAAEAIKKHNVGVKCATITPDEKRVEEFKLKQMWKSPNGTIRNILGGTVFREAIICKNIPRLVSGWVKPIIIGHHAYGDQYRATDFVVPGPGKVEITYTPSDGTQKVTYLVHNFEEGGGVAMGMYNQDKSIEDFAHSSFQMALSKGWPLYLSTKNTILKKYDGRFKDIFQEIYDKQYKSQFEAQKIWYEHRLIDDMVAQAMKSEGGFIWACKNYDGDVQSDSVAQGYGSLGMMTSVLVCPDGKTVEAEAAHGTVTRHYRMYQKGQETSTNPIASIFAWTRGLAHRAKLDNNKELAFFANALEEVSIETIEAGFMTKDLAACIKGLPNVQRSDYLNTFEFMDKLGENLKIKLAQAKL
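IDH1-R132H (0.5 ug/mL) preincubated 30 min with compound, then NADPH (0.016 mM) and alpha-KG (2 mM) added; 80 min at RT, pH 7.5. Remaining NADPH coupled via diaphorase/resazurin to fluorescence (540/590 nm); concentration-response curves normalized to no-enzyme control.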
An asterisk follows results filed as active; ? = inconclusive; nt = not tested or not shown; [ ] = another dose, or the depositor's remark. Unless noted, the call rests on the fitted dose curve; in most records, active means well fitted curve in the direction sought with a large enough effect; inconclusive means small, poorly fitted or top-dose-only effect, or another doubt; inactive means no such curve, though single readings can be large; an effect the other way counts as inactive or inconclusive. Only part of the results is shown, so the mix of outcomes need not match the whole.

SMILES | LDHA inh | Vif-A3G inh | RXFP1 ag | Glioma ERSR ind | TrxR1 substrate | USP1-UAF1 inh | Vif-A3F inh | PI4K2A block | mIDH1 inhibitor
Cc1cc(Nc2cccc(Cl)c2)nc(N2CCOCC2)n1 | -0.5 | -2.3% | -0.1% | -1.9% | 5.7% | -18.5% | -0.2% | -7.7 | 4.9%
CNC(=O)CSc1nnc(-c2cnccn2)n1C | -0.7 | -0.7% | -1.5% | -1.7% | 0.3% | -10.9% | 0.4% | 3.7 | 9.2%
COc1ccc(NC(=O)C(c2ccccc2)c2ccccc2)cn1 | 2.6 | 1.1% | 4.7% | -1.6% | -2.1% | -20.2% | ? | -2.1 | 8.0%
O=[N+]([O-])c1ccccc1S(=O)(=O)N1CCN(Cc2ccsc2)CC1 | -19.2 | 1.3% | -0.5% | -5.8% | -7.0%[57.1 µM] | -23.8% | -9.9% | 5.6 | 0.0%
Cc1ccccc1C(=O)OC1OC(=O)C(Cl)=C1Nc1ccccc1 (stereo not drawn) | -4.7 | ? | -2.4% | -6.2% | -4.9%[57.1 µM] | -24.7% | -4.0% | -3.7 | -10.5%
CN(Cc1nc2ccccc2c(=O)[nH]1)C(=O)c1cc2c(s1)CCCCC2 | -4.9 | -5.4% | nt | -0.8% | 4.0%[2.29 µM] | -1.0% | 1.5% | -1.3 | -5.3%
O=C(CCNS(=O)(=O)c1ccccc1C(F)(F)F)NNC(=O)C1COc2ccccc2O1 (stereo not drawn) | -0.5 | -1.1% | 0.0% | -2.9% | 3.4% | -11.5% | 6.6% | 2.0 | 1.7%
Cc1ccc(Cn2ccc(NC(=O)c3c(-c4ccccc4Cl)noc3C)n2)cc1 | -3.9 | -2.8% | -0.5% | 0.2% | -7.9% | -10.9% | -3.5% | 7.6 | 3.9%
Cc1c(Cl)cnc(NC(=O)COC(=O)CCS(=O)(=O)c2ccccc2)c1Cl | -2.1 | -7.4% | 2.3% | -3.5% | 4.0% | -4.5% | -9.7% | -0.4 | -0.4%
Cn1c(=O)c2c(-c3ccccc3)n(N3CCOCC3)cc2n(C)c1=O | -7.7 | -6.5% | 0.8% | -3.3% | 6.4%[57.1 µM] | 10.8% | 10.3% | 0.5 | -4.6%
OC(c1cc(C(F)(F)F)nc2c(Cl)cc(Cl)cc12)C1CCCCN1 (stereo not drawn) | 4.0 | -2.9% | 2.8% | -13.0% | 0.8%[57.1 µM] | -16.9% | 1.0% | 2.6 | 2.0%
COc1ccc(-c2nc(O)c3cnccn23)cc1 | 1.1 | 1.4% | -1.7% | -0.7% | -11.6% | -12.6% | 3.3% | -0.7 | 2.3%
O=[N+]([O-])c1cc(-c2nc(-c3ccccc3)no2)ccc1N1CCOCC1 | -3.1 | 0.3% | -0.1% | -5.7% | 1.0% | -29.7% | -3.3% | 4.9 | 5.9%
COc1ccc(CCN2CC(C(=O)NCCc3cn[nH]c3)CCC2=O)cc1 (stereo not drawn) | -4.3 | 0.0% | -3.9% | -3.2% | 1.7% | 4.5% | -9.1% | -9.4 | -4.1%
CC(=O)Nc1ccc(S(=O)(=O)NCCC(=O)OCC(=O)c2ccccc2)cc1 | -1.9 | -0.4% | -1.0% | 0.3% | 2.2% | -1.3% | ? | -1.6 | -4.3%
CCC(=O)Nc1ccc(N2CCCCC2)c(C(=O)Nc2ccccc2C)c1 | 3.4 | 0.5% | 1.7% | -1.7% | 9.1% | -18.9% | 7.8% | 4.1 | 0.0%
Cc1ccnc(NC(=O)C2CCN(S(=O)(=O)c3cccc4nsnc34)CC2)c1 | -8.4 | 1.7% | 1.3% | -7.5% | -2.0% | -19.3% | 16.8% | 0.6 | -0.7%
CN(C)CCCC1Sc2ccccc2Sc2ccccc21 (stereo not drawn) | -19.6 | 3.1% | nt | -6.5% | 10.5%[57.1 µM] | -15.1% | -12.7% | 4.1 | 9.2%
COc1ccc(/C=N/NC(=O)c2ccoc2C)cc1CN1CCN(c2ccc(F)cc2)CC1 | -0.5 | 2.4% | -0.9% | 5.2% | -7.9% | -11.4% | -6.6% | -4.2 | -6.3%
CN(Cc1cnn(C)c1)C(=O)C1CCC(=O)N(Cc2cccc(C(F)(F)F)c2)C1 (stereo not drawn) | -3.5 | 4.4% | -1.7% | -4.0% | -5.0% | 3.6% | -4.2% | -0.9 | 6.6%
COc1ccc(-c2c(NC(=O)c3ccco3)oc3c(C)cccc3c2=O)cc1 | -1.0 | 2.2% | 6.7% | -3.3% | -12.6% | -8.5% | -9.5% | -0.1 | -6.7%
O=C(NCC(c1cccs1)N1CCOCC1)C1CCN(S(=O)(=O)c2ccccc2C(F)(F)F)CC1 (stereo not drawn) | -16.0 | 1.9% | -1.0% | -3.1% | -10.5% | -12.7% | 0.1% | -8.4 | -7.4%
O=C(Nc1cccc(F)c1)C1CCN(C(=O)c2ccco2)CC1 | -9.6 | 2.6% | -1.2% | -4.7% | 4.9% | -26.8% | -12.2% | 10.8 | -6.4%
O=C(O)c1cccc2c1Oc1ccccc1S2(=O)=O | 0.7 | 3.2% | nt | -0.5% | -3.8%[57.1 µM] | -19.2% | 9.7% | 7.2 | 4.3%
COc1ccc(CCC(=O)Nc2sccc2C#N)cc1 | 1.2 | -8.7% | 4.4% | 0.7% | -4.0% | -11.7% | -16.7% | 1.5 | -6.5%
SMILES | LDHA inh | Vif-A3G inh | RXFP1 ag | Glioma ERSR ind | TrxR1 substrate | USP1-UAF1 inh | Vif-A3F inh | PI4K2A block | mIDH1 inhibitor
CN(C)Cc1ccc(O)c(CCc2ccccc2)n1 | -4.7 | 2.4% | -0.3% | -3.7% | 12.2%[57.1 µM] | -11.3% | 8.6% | 0.7 | 4.1%
CN(Cc1ccco1)C(=O)CN1C(=O)NC2(CCCCC2)C1=O | -1.3 | -0.4% | -1.7% | -4.5% | -9.9% | -9.1% | -7.9% | -2.2 | 10.1%
CCc1nc2ccc(C(=O)Nc3cccc(OCC(=O)N(C)C)c3)cn2c1N(CC)CCN(C)C | -1.3 | 0.2% | nt | 1.9% | nt | nt | nt | -8.9 | nt
O=C(NCCc1c[nH]c2ccccc12)c1ccc(Br)o1 | -2.8 | -1.1% | nt | 5.5% | -4.6% | -20.0% | 0.5% | 10.5 | 2.5%
C=CCOc1ccccc1CNCCc1ccc(S(N)(=O)=O)cc1 | -15.3 | 1.1% | 1.7% | -2.3% | -7.3% | -13.4% | 22.1% | -0.4 | -5.4%
Cc1ccc(-c2cn3cccnc3n2)cc1NC(=O)c1ccc(Br)o1 | -3.1 | -4.2% | 5.4% | -3.2% | 620.4%[activator] | 0.9% | -1.2% | -0.1 | 1.9%
CCC(C)C(NC(=O)OC(C)(C)C)C(=O)NC(CC(C)C)C(N)=O (stereo not drawn) | -0.8 | -1.4% | 0.2% | 0.9% | 2.5% | -19.9% | nt | -10.9 | 12.4%
C=CCOc1c(Cl)cc(CNCCC)cc1Cl | 1.1 | -1.8% | 2.7% | 5.9% | -8.3% | -0.1% | -9.8% | -4.8 | 0.8%
O=C(CSc1nccn1Cc1ccco1)Nc1cc(C(F)(F)F)ccc1Cl | -10.5 | 6.8% | 0.5% | -0.5% | -3.3%[57.1 µM] | -14.2% | -2.9% | 1.8 | 39.9%[activator]
O=S(=O)(NCC1CCCO1)c1cc(Cl)ccc1Cl (stereo not drawn) | -6.6 | 1.3% | 1.4% | -3.8% | 8.7% | -2.7% | -2.3% | 1.4 | 7.6%
Cc1ccccc1-c1cc(=O)c2ccccc2o1 | -1.7 | ? | nt | 2.2% | 2.3% | -21.0% | -8.6% | -1.2 | 12.4%
Clc1ccccc1-c1ccc2ncnc(NCc3cccs3)c2c1 | 1.1 | -8.5% | 0.1% | -5.1% | -8.9% | nt | -0.1% | 2.6 | nt
O=C(c1ccccc1O)N1N=C(C(F)(F)F)CC1(O)c1ccc([N+](=O)[O-])cc1 (stereo not drawn) | 1.1 | -11.1% | 1.9% | -1.3% | -14.4% | -14.3% | -6.2% | 1.4 | -2.2%
Cc1ccc(NC(=O)CSc2nccn2Cc2ccc3c(c2)OCO3)c(C)c1 | 4.3 | 10.6% | 1.2% | -1.8% | -2.3%[57.1 µM] | -19.9% | -13.7% | 5.3 | 29.7%
Cc1oc(-c2ccc(Cl)cc2)nc1Cn1c(=O)cc(-c2ccccc2)c2c(C)nn(C)c21 | -3.3 | -2.1% | -0.6% | -0.2% | 3.9%[57.1 µM] | 12.3% | -3.4% | -3.0 | -9.4%
COc1cccc(C2N(c3ccc(Cl)c(Cl)c3)C(=O)C3CCCN32)c1OC (stereo not drawn) | 0.2 | -0.3% | 3.0% | -2.5% | -2.4% | -24.6% | nt | 7.3 | -1.4%
